CHRM5 PAM: CHRM5 positive allosteric modulation; activation, % at 3 µM; P08912; AID 624038; hit rate 0.3% among 360,000; CHO-K1 hM5, Fluo-8 calcium, ACh EC20 PAM; 0% = ACh EC20, 100% = ACh EC100;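 active means activation above the run cutoff, the mean activation of all test compounds plus 3 SD, cut at about 18% in these data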
Target sequence (P08912 whole entry, looked up): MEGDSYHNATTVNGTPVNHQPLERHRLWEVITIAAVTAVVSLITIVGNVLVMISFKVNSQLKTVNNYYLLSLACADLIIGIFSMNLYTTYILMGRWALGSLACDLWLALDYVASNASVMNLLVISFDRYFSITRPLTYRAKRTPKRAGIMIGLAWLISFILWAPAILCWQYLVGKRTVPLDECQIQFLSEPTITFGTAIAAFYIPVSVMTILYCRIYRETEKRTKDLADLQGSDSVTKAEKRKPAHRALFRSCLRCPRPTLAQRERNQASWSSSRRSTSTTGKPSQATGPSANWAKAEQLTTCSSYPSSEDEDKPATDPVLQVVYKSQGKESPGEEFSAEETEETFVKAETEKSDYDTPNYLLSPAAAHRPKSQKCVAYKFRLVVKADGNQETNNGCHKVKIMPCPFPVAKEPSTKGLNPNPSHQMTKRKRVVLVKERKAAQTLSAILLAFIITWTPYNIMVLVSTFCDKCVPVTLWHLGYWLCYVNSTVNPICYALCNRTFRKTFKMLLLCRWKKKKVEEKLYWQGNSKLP
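Assay system – human M5 receptor in CHO-K1 cells · Read-out – % activation, ACh-normalized · Technique – Fluo-8 calcium fluorescence · Dosing – single-point, 3 µM nominal · Incubation – Fluo-8 loading 80 min at 37 °C plus 30 min room temperature · Repeats – singlicate, one well per test compound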
M5 antag: CHRM5 antagonism in calcium assay; AID 624040; P08912; hit rate 0.59% among 360,000; inhibition, % at 3 µM; CHO-hM5 cells, Fluo-8 calcium fluorescence, ACh EC80;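 active means inhibition above a per-plate cutoff, the mean of that plate's test compounds plus 3 SD, cut at about 27% in these data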;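 further: 0% = acetylcholine EC80 with DMSO and 100% = DMSO without agonist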
CHRM5 agonist: CHRM5 agonism in calcium assay; AID 624037; hit rate 0.19% among 360,000; activation, % at 3 µM; CHO-K1 hM5 cells, Fluo-8 calcium fluorescence; 0% DMSO wells, 100% maximal acetylcholine response;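 active means activation above the run's mean over test compounds plus 3 SD, cut at about 23% in these data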;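 further: signal is peak over basal fluorescence ratio across the kinetic read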
M4 antag: antagonists of human muscarinic M4 receptor (CHRM4); CHO-hM4 cells, ACh EC80, Fluo-8 calcium fluorescence; inhibition, % at 3 µM; P08173; hit rate 0.73% among 360,000;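 active means inhibition above its plate's cutoff, the mean inhibition of sample wells plus 3 SD, cut at about 27% in these data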;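 further: 0% = acetylcholine EC80 with DMSO and 100% = DMSO without agonist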
M1 PAM: positive allosteric modulators of human M1 muscarinic receptor. P11229. CHO-K1 hM1, Fluo-8 calcium fluorescence, ACh EC20; 0% = ACh EC20, 100% = maximal ACh. activation, % at 3 µM. hit rate 0.088% among 360,000; in the data active means activation above about 19%, passing the limit was not always enough
Target sequence (P11229 whole entry, looked up): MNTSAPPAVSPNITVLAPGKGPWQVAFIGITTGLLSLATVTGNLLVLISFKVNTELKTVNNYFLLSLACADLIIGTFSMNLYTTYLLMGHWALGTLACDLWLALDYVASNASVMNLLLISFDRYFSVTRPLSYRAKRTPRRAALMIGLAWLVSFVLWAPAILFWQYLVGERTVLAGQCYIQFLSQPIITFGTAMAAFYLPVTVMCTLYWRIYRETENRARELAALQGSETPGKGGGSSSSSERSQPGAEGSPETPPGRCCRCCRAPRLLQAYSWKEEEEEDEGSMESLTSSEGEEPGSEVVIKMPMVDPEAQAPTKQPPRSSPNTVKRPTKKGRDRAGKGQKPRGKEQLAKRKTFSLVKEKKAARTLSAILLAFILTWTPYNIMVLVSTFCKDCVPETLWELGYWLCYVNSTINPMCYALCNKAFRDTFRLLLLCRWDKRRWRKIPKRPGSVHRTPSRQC
CRFBP-R2 agonist: CRF-BP/CRF-R2 complex agonism | HEK293 CRF-R2/CRF-BP, calcium dye fluorescence (FLIPR); percent of saturating CRF peptide response | activation, % at 13.2 µM | hit rate 0.46% among 350,000;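 active means activation of at least 50%, plus an integration ratio under a set limit after plate pattern correction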;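 further: plate controls were neutral control wells without compound for no effect and CRF at EC100 for full effect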
CRFR2-BP antag: antagonists of CRF-binding protein/CRF-R2 receptor complex; HEK293 CRF-R2/CRF-BP, CRF-induced calcium fluorescence; inhibition, % at 11.8 µM; hit rate 0.59% among 350,000; AID 588475;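 active means inhibition of the ligand-induced calcium signal above about 50% at the single tested concentration, limit read from the data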
M4 PAM: CHRM4 positive allosteric modulation. hit rate 0.4% among 360,000. activation, % at 3 µM. P08173. CHO-K1 hM4/Gqi5, Fluo-8 calcium fluorescence, ACh EC20; 0% = ACh EC20, 100% = maximal ACh;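 active means activation above its plate's cutoff, the mean activation of sample wells plus 3 SD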; further: some results filed as inactive read as strong as hits
M4 ag: CHRM4 agonism in calcium assay; CHO-K1 hM4/Gqi5, Fluo-8 calcium fluorescence; vehicle 0%, full acetylcholine response 100%; hit rate 0.14% among 360,000; P08173; activation, % at 3 µM;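 active means activation above the run mean over all test wells plus 3 SD, cut at about 32% in these data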;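 further: peak over basal fluorescence ratio per well then scaled between controls; 0% = DMSO wells and 100% = acetylcholine at EC100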
Numbers without * were called inactive; x = no result given.

The opening eleven entries (preview)
#1 Cc1[nH]c2ccccc2c1/C=C(/C#N)C(=O)NC(C)C
#2 Cc1ccc(NC(=O)Nc2cccc3ccccc23)cc1
#3 CCCCN(C)S(=O)(=O)c1cc(Br)cc2c1N(C(=O)C1CC1)CC2
#4 CC(C)c1nnc(NC(=O)c2nc(S(=O)(=O)Cc3ccc(F)cc3)ncc2Cl)s1
#5 Cc1nc(C)c(C(=O)Nc2cccc(F)c2)s1
#6 CCc1ccc(C(=O)NNc2ccc(C)c(Cl)c2)cc1
#7 CCc1nnc(NC(=O)c2cccc(S(=O)(=O)N3CCN(C(C)=O)CC3)c2)s1
#8 COCc1c(C(=O)OCC(=O)NCCN2C(=O)CSC2=O)oc2ccccc12

screen / no.	1	2	3	4	5	6	7	8
CHRM5 agonist	-1	-2	-3	-3	1	-1	3	-1
M5 antag	-2	7	3	-5	6	-3	1	-1
CRFR2-BP antag	6	3	3	28	7	-5	3	-12
M4 ag	1	2	1	0	3	0	1	0
CHRM5 PAM	7	-2	-6	4	-5	5	1	1
M4 antag	1	6	-4	10	-7	2	-8	-3
M4 PAM	6	11	10	1	4	-5	10	9
M1 PAM	7	5	5	6	16	6	9	0
CRFBP-R2 agonist	0.6	-0.4	-2.6	0.8	0.0	-1.6	-1.4	-3.0

#9 CCOc1cc(C(=O)NCc2ccccc2)ccc1OCC(=O)N1CCCCC1
#10 CC(=O)C(Cc1ccccc1)(Cc1ccccc1)C(C)=O
#11 COc1ccc(CC(=O)NCCCSc2ccccc2)cc1OC

screen / no.	9	10	11
CHRM5 agonist	1	0	1
M5 antag	4	0	-4
CRFR2-BP antag	-5	4	-5
M4 ag	3	-1	3
CHRM5 PAM	8	-4	-4
M4 antag	-9	-10	-2
M4 PAM	17	4	4
M1 PAM	7	8	2
CRFBP-R2 agonist	1.3	0.1	-0.4

Main list, from the first entry:
#1 Cc1[nH]c2ccccc2c1/C=C(/C#N)C(=O)NC(C)C
#2 Cc1ccc(NC(=O)Nc2cccc3ccccc23)cc1
#3 CCCCN(C)S(=O)(=O)c1cc(Br)cc2c1N(C(=O)C1CC1)CC2
#4 CC(C)c1nnc(NC(=O)c2nc(S(=O)(=O)Cc3ccc(F)cc3)ncc2Cl)s1
#5 Cc1nc(C)c(C(=O)Nc2cccc(F)c2)s1
#6 CCc1ccc(C(=O)NNc2ccc(C)c(Cl)c2)cc1

screen / no.	1	2	3	4	5	6
CHRM5 agonist	-1	-2	-3	-3	1	-1
M5 antag	-2	7	3	-5	6	-3
CRFR2-BP antag	6	3	3	28	7	-5
M4 ag	1	2	1	0	3	0
CHRM5 PAM	7	-2	-6	4	-5	5
M4 antag	1	6	-4	10	-7	2
M4 PAM	6	11	10	1	4	-5
M1 PAM	7	5	5	6	16	6
CRFBP-R2 agonist	0.6	-0.4	-2.6	0.8	0.0	-1.6

#7 CCc1nnc(NC(=O)c2cccc(S(=O)(=O)N3CCN(C(C)=O)CC3)c2)s1
#8 COCc1c(C(=O)OCC(=O)NCCN2C(=O)CSC2=O)oc2ccccc12
#9 CCOc1cc(C(=O)NCc2ccccc2)ccc1OCC(=O)N1CCCCC1
#10 CC(=O)C(Cc1ccccc1)(Cc1ccccc1)C(C)=O
#11 COc1ccc(CC(=O)NCCCSc2ccccc2)cc1OC
#12 CC(O/N=C/c1ccc(OC(F)F)cc1)C(=O)Nc1cccc(S(=O)(=O)N2CCOCC2)c1 (stereo unspecified)

screen / no.	7	8	9	10	11	12
CHRM5 agonist	3	-1	1	0	1	-4
M5 antag	1	-1	4	0	-4	-4
CRFR2-BP antag	3	-12	-5	4	-5	13
M4 ag	1	0	3	-1	3	3
CHRM5 PAM	1	1	8	-4	-4	-3
M4 antag	-8	-3	-9	-10	-2	3
M4 PAM	10	9	17	4	4	-8
M1 PAM	9	0	7	8	2	5
CRFBP-R2 agonist	-1.4	-3.0	1.3	0.1	-0.4	0.5

#13 CCOC(=O)c1cc2ccc3ccccc3c2s1
#14 Cc1ccc(S(=O)(=O)N(C)C[C@@H]2OCCCC[C@H](C)Oc3ccc(NC(=O)Nc4ccc(F)cc4)cc3C(=O)N([C@H](C)CO)C[C@H]2C)cc1
#15 CCOCCN1CCN(C2c3ccccc3CSc3ccccc32)CC1 (stereo unspecified)
#16 C[C@@H]1CCCCO[C@H](CN(C)Cc2ccc(C(=O)O)cc2)[C@H](C)CN([C@@H](C)CO)C(=O)c2cc(NC(=O)Nc3ccc(C(F)(F)F)cc3)ccc2O1
#17 CC(C)N1CC(COc2ccccc2Cl)OC1=O (stereo unspecified)
#18 CC(NC(=O)c1noc2c1CCCCC2)c1ccccc1 (stereo unspecified)

screen / no.	13	14	15	16	17	18
CHRM5 agonist	2	-1	-20	0	6	-5
M5 antag	-7	-4	100*	1	-4	-1
CRFR2-BP antag	2	14	-2	-11	-6	4
M4 ag	0	0	0	0	1	0
CHRM5 PAM	-3	3	-30	-4	5	-2
M4 antag	2	6	99*	-5	5	-1
M4 PAM	-3	1	-15	0	-6	8
M1 PAM	-5	-5	-26	15	2	-6
CRFBP-R2 agonist	2.4	2.3	-0.5	-0.2	-0.9	1.6

#19 CCCCOCCOC(=O)C1OC1(C)c1ccccc1 (stereo unspecified)
#20 CC(=O)Nc1ccc(-c2ccnc3c2CC(C(=O)NCC2CC2)O3)cc1 (stereo unspecified)
#21 N/C(Cn1cncn1)=N\NC(=O)C(=O)Nc1ccccc1
#22 COC(=O)C1=C(C)N(Cc2ccccc2)C(=NCc2ccc(OC)cc2)N[C@H]1c1ccccc1
#23 COc1cc(NC(=O)c2cccs2)c(OC)cc1NC(=O)c1ccco1
#24 NC(=O)c1cc([N+](=O)[O-])cc2c1C=Cc1ccccc1O2

screen / no.	19	20	21	22	23	24
CHRM5 agonist	0	1	-1	-2	0	-4
M5 antag	-10	-6	3	7	-6	5
CRFR2-BP antag	0	x	30	-15	0	26
M4 ag	0	2	3	10	3	1
CHRM5 PAM	1	7	-6	3	-1	7
M4 antag	-6	-1	1	22	2	-3
M4 PAM	-3	6	7	7	7	7
M1 PAM	-9	5	7	-5	0	2
CRFBP-R2 agonist	-4.4	x	-1.7	2.6	-1.3	-4.2

#25 CC(c1ccc2ccccc2c1)c1ccccc1C(=O)O (stereo unspecified)
#26 COc1cccc(C(=O)Nc2sc3c(c2C(=O)O)CCCC3)c1
#27 CCNC(=O)c1nc[nH]c1C(=O)NCC
#28 C[C@@H](NC(=O)[C@@H]1CCCN1C(=O)[C@@H]1CCCN1C(=O)c1cccs1)c1ccccc1
#29 COc1ccc(C2CC(=O)C3=C(C2)Nc2ccccc2NC3c2coc3ccccc3c2=O)cc1OC (stereo unspecified)
#30 Cc1ccnc(NS(=O)(=O)c2ccc(Oc3ccccc3)cc2)c1

screen / no.	25	26	27	28	29	30
CHRM5 agonist	-4	2	1	-2	-3	2
M5 antag	8	-1	-10	6	2	3
CRFR2-BP antag	12	24	8	x	18	17
M4 ag	0	1	1	0	7	4
CHRM5 PAM	4	-3	-1	-6	-7	-4
M4 antag	-11	-2	-1	4	-26	12
M4 PAM	5	2	5	3	9	-6
M1 PAM	9	3	7	x	-9	6
CRFBP-R2 agonist	0.2	-1.7	0.0	x	-8.0	1.3

#31 Cc1c(NC(=O)CCCOc2ccccc2)cccc1[N+](=O)[O-]
#32 O=C(NCc1ccco1)c1ccccc1-c1ccc(C(F)(F)F)cc1
#33 COc1ccc(C(=Cc2cc(OC)c(OC)cc2[N+](=O)[O-])C(=O)O)cc1
#34 O=C(NC(=S)Nc1ccccc1N1CCOCC1)c1ccc(Br)cc1
#35 Cc1ccc(NC(=S)C2=C(O)c3sccc3N(C)S2(=O)=O)cc1
#36 COc1cc(/C=N/OCC(=O)NC2CCS(=O)(=O)C2)ccc1OC(F)F (stereo unspecified)

screen / no.	31	32	33	34	35	36
CHRM5 agonist	-9	-12	3	-4	-5	1
M5 antag	6	4	7	-1	4	3
CRFR2-BP antag	-20	9	-5	-14	18	-18
M4 ag	2	2	0	0	-1	1
CHRM5 PAM	-10	-10	-2	6	-2	8
M4 antag	-6	-8	-4	-2	-5	-2
M4 PAM	7	9	1	12	1	2
M1 PAM	6	-1	10	14	5	8
CRFBP-R2 agonist	-1.4	-1.6	-2.5	0.5	0.2	-4.4

#37 Cc1ccc(-c2nnn(CC(=O)NCC3CC3)n2)o1
#38 COc1cccc(Cn2c(=S)[nH]c3ccc(N4CCOCC4)cc3c2=O)c1
#39 Cc1ccc(Cn2ccc(NC(=O)c3cc(-c4cccs4)on3)n2)cc1
#40 Cc1c(CCC(=O)NCCCC(=O)O)c(=O)oc2cc3oc4c(c3cc12)CCCC4
#41 Cc1ccc(C(=O)NCCCc2ccccc2)c(C)c1
#42 Cc1ccc(-c2cc3nc(C)cc(C)n3n2)cc1

screen / no.	37	38	39	40	41	42
CHRM5 agonist	-8	1	1	-3	1	-2
M5 antag	-3	-4	-5	3	2	0
CRFR2-BP antag	0	13	-19	-8	1	-20
M4 ag	1	0	-1	1	0	1
CHRM5 PAM	15	-4	4	-1	7	-7
M4 antag	3	5	-3	1	-3	-4
M4 PAM	0	-5	19	3	6	7
M1 PAM	11	-5	3	11	9	-2
CRFBP-R2 agonist	-0.8	-0.5	1.0	2.7	-1.3	0.2

#43 COc1ccc(C(=O)NC(=S)Nc2nc(C)cc(C)n2)cc1Br
#44 COc1cccc(OC)c1C(=O)NC(=O)NNc1cc(C(F)(F)F)cc(C)n1
#45 CCN(CC)c1ccc(C2Nc3cccc4cccc(c34)N2)cc1
#46 Cc1cc(=O)oc2cc(OCC3CC(c4ccccc4Cl)=NO3)ccc12 (stereo unspecified)
#47 CC(C)(C)NC(=O)CSc1nc(O)cc(=O)n1-c1ccccc1F
#48 Cc1ccc(S(=O)(=O)N2CCOCC2)cc1C(=O)NC1CCCCCC1

screen / no.	43	44	45	46	47	48
CHRM5 agonist	-3	-1	1	1	-8	-4
M5 antag	11	-12	9	-5	-4	-11
CRFR2-BP antag	-12	2	8	-19	-5	12
M4 ag	1	2	0	6	1	3
CHRM5 PAM	-7	2	1	0	12	8
M4 antag	1	-16	-4	-5	1	-10
M4 PAM	1	3	-1	12	6	5
M1 PAM	8	16	6	6	3	9
CRFBP-R2 agonist	0.0	0.5	2.1	0.6	4.0	-0.8

#49 CCOC(=O)c1oc2ccccc2c1NC(=O)c1ccc(Cl)s1
#50 CC1CCCC(n2cnc3cc(C(=O)O)ccc32)C1C (stereo unspecified)
#51 O=C(NC1CC1)C1=C[C@@H](c2ccc3c(c2)OCO3)C[C@@H](OCc2ccc(CO)cc2)O1
#52 CC(=O)c1ccc(N2CCN(C(=O)C3CCN(S(=O)(=O)c4ccc5c(c4)CC(C)N5C(=O)C4CC4)CC3)CC2)cc1 (stereo unspecified)
#53 NC(=O)[C@@H]1CCCN1C(=O)[C@@H](Cc1cnc[nH]1)NC(=O)[C@@H]1CCC(=O)N1
#54 CCCCN(CC)S(=O)(=O)c1c(C)[nH]c(=O)[nH]c1=O
#55 CC(O)(CS(=O)(=O)Cc1ccccc1Cl)C(=O)Nc1cccc(C(F)(F)F)c1 (stereo unspecified)
#56 COc1ccc(Cl)cc1-c1nc(-c2ccc(NC(=O)c3cccs3)cc2)no1

screen / no.	49	50	51	52	53	54	55	56
CHRM5 agonist	-1	-2	-2	-1	11	-3	1	0
M5 antag	-11	3	6	13	-6	5	-3	-3
CRFR2-BP antag	-19	6	4	16	7	-1	-68	-30
M4 ag	0	1	5	x	14	0	7	2
CHRM5 PAM	12	2	3	-3	8	0	-4	0
M4 antag	-5	-1	3	-7	-14	0	-4	-5
M4 PAM	1	4	2	-10	14	2	-2	6
M1 PAM	11	4	3	-9	11	4	5	6
CRFBP-R2 agonist	1.7	0.5	-2.0	0.0	-3.0	-0.3	0.9	2.8
